D1 antagonist: Antagonist of Human D 1 Dopamine Receptor: qHTS; D(1A) dopamine receptor (Homo sapiens), P21728; HEK293 TREx D1 cells, calcium flux, dopamine EC80; active compounds read low; activity change, negative = inhibition, % at 10 µM; actives 3.2% (n = 360,000); in the data active = activity change below about -30%; also: % is scaled to controls: 0 for no effect and ±100 for the full control effect
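Compound effects on dopamine-evoked calcium signalling were measured in tetracycline-induced HEK293 Trex D1 cells. Dopamine at EC80 followed a 180 s compound pre-read, and fluorescence was tracked kinetically for 180 s more.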
D1 PAM: Potentiators of Human D1 Dopamine Receptor: qHTS; D(1A) dopamine receptor (Homo sapiens), P21728; HEK293 TREx D1 cells, calcium flux, dopamine EC20 potentiation; potentiation, % at 10 µM; actives 0.036% (n = 360,000); AID 504651, 2011; in the data active = potentiation above about 30%; also: 0% is about no effect
D1 ag: Allosteric Agonists of the Human D1 Dopamine Receptor: qHTS | D(1A) dopamine receptor (Homo sapiens), P21728 | HEK293 T-REx D1 cells, calcium flux, agonist mode | activation, % at 2 µM | actives 1% (n = 360,000) | AID 504660, 2011; in the data active = activation above about 30%; also: 0% is about no effect
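Tetracycline-induced HEK293 TREx D1 cells, force-coupled to calcium signalling, were dye-loaded with a no-wash calcium kit. Compound was pin-added after a 10 s baseline. Fluorescence was read kinetically at 1 cycle/s for 180 s, with calcium rises flagged as agonism.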
RXFP1 antag: qHTS Assay for Antagonists of the Relaxin Receptor RXFP1. HEK293-RXFP1, relaxin-stimulated cAMP HTRF, 30 min; active compounds read low. activity change, negative = inhibition, % at 57.5 µM. actives 0.59% (n = 350,000);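 active = activity change of -60% or lower, but not beyond a set lower limit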; also: % is scaled to controls: 0 for no effect and ±100 for the full control effect
RXFP1 ag: qHTS Assay for Agonists of the Relaxin Receptor RXFP1 | Relaxin receptor 1 (Homo sapiens), Q9HBX9 | HEK293T-RXFP1 cAMP TR-FRET, 30 min; response scale: percent of porcine relaxin response, buffer zero | Potency, µM (highest dose often 57.5 µM), for the others: at the top dose activation, usual class: activators | actives 0.3% (n = 370,000); active = well fitted activation curve with a large enough effect; also: potency is read from the fitted curve at half-maximal effect; % is scaled to controls: 0 for no effect and ±100 for the full control effect; nearly all actives have a fitted effect of over 60% in size; many of its hits are not listed in these tables
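cAMP rise read by TR-FRET after 30 min, 37C compound exposure (up to 58 uM) in RXFP1-transfected HEK293 cells with Ro 20174 present. EC50 from Hill-equation fits, with 29 nM porcine relaxin as 100% and buffer as basal.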
TRHR PAM: qHTS for Small Molecule Agonists and Allosteric Enhancers of Human TRH Receptor: Primary Screen for Enhancers; TRHR cells, fluo-8 calcium fluorescence, EC20 TRH enhancement; enhancement, % at 2 µM; Thyrotropin-releasing hormone receptor (Homo sapiens), P34981; actives 0.66% (n = 360,000); in the data active = enhancement above about 30%; also: 0% is about no effect
Target sequence (P34981 whole entry, looked up): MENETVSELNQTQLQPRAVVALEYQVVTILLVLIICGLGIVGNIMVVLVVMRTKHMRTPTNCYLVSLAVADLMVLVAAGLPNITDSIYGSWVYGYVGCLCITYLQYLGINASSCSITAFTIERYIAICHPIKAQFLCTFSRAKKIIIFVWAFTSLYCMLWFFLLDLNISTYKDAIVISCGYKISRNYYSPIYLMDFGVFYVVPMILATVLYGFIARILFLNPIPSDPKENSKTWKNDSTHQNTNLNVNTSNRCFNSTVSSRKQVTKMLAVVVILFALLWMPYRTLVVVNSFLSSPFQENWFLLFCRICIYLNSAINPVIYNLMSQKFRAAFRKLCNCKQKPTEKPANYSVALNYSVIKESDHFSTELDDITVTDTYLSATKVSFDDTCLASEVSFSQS
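Enhancer read-out: after compound pinning and an initial kinetic agonist-mode read, an EC20 of TRH (10 nM final) was injected and fluo-8 calcium signal (Ex 480/Em 530) followed at 1 s/cycle for 100 cycles in TRHR-expressing cells.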
D2 agonist: HTS Assay for Allosteric Agonists of the Human D2 Dopamine Receptor: Primary Screen for Agonists; activation, % at 2 µM; actives 0.53% (n = 340,000); AID 485358, 2010; D(2) dopamine receptor (Homo sapiens), P14416; HEK293 T-REx D2 cells, calcium flux agonist mode;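 active = activation over 3 SD above normal in the single-dose calcium agonist read, cut at about 30% in these data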; also: 0% is about no effect
Target sequence (P14416 whole entry, looked up): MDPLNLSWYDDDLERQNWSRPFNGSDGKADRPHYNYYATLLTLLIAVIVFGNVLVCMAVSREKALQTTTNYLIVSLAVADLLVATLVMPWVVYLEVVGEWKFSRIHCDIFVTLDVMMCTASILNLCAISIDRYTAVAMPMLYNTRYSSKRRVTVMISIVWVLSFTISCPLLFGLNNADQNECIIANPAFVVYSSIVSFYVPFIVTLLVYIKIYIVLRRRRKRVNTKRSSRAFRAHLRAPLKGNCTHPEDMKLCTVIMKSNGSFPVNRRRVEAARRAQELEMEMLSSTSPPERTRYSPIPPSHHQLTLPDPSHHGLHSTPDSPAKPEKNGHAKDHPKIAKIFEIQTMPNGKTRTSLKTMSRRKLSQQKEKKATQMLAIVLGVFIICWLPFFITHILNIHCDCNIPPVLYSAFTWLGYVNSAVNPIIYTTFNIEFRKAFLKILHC
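Calcium-flux readout, 1 cycle/sec over 180 s following compound pin transfer, in inducible HEK293 Trex D2 cells (force-coupled); dopamine controls included. Positive calcium responses during this window marked compounds as potential agonists.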
D2 PAM: HTS Assay for Positive Allosteric Modulators of the Human D2 Dopamine Receptor: Primary Screen for Potentiators; D(2) dopamine receptor (Homo sapiens), P14416; HEK293 T-REx D2, calcium flux, EC20 dopamine potentiation; potentiation, % at 10 µM; actives 0.34% (n = 340,000); AID 485347, 2010;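 active = potentiation over 3 SD above the plate norm, cut at about 30% in these data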; also: 0% is about no effect
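Tetracycline-induced HEK293 T-REx cells force-coupled to calcium signalling expressed D2; compounds were pin-added after a 10 s baseline, read kinetically 180 s, then an EC20 dopamine challenge followed with a further 180 s calcium read.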
D2 antagonist: HTS Assay for Allosteric Antagonists of the Human D2 Dopamine Receptor: Primary Screen for Antagonists | actives 2% (n = 340,000) | D(2) dopamine receptor (Homo sapiens), P14416 | HEK293 TREx D2 cells, calcium flux, dopamine EC80 | inhibition, % at 10 µM; in the data active = inhibition above about 30%; also: 0% is about no effect
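Calcium mobilization kinetics were recorded at 1 s intervals in tetracycline-induced HEK293 T-REx D2 cells, first for 180 s after compound addition and then 180 s after EC80 dopamine.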
Starred values were filed as active, the others as inactive; / = no result given.

SMILES	D1 antagonist	D1 PAM	D1 ag	RXFP1 antag	RXFP1 ag	TRHR PAM	D2 agonist	D2 PAM	D2 antagonist
Cc1cccc(-c2nc(N3CCN(c4ccc(F)cc4)CC3)c3ccccc3n2)c1	-14	1	0	/	0.8%	8	-0.8	0	/
O=C(NC1=NCCS1)c1ccc(Cl)s1	-21	0	4	-6	2.5%	-3	0.4	-4	10
CCC1SC2=NCN(c3ccccc3)CN2C1=O (stereo not drawn)	16	-3	3	/	3.4%	1	-0.3	1	1
O=C(COc1ccc(S(=O)(=O)N2CCCCC2)cc1)N1CCOCC1	-2	-3	2	1	-0.5%	-2	0.6	-4	4
Cc1c(C(=O)COC(C)(C)C)[nH]c2ccccc12	-15	-2	9	-7	-0.2%	6	0.5	-2	-11
CCc1nccn1S(=O)(=O)c1ccc(OC)c(C)c1C	-8	-2	1	7	-0.2%	12	0.0	-6	-5
O=C(CCc1nnc(Cc2cccc(C(F)(F)F)c2)o1)NCC(F)(F)F	2	-1	0	-10	1.0%	4	-1.0	14	-18
COc1cccc(Nc2ccc(N3CCCCC3)cc2)c1OC	-6	7	7	/	0.2%	-4	0.5	-12	4
NC(=O)c1cc(S(=O)(=O)N2CCOCC2)ccc1Sc1ccccc1N	4	-7	1	-30	0.0%	-2	0.1	14	15
O=S(=O)(c1ccc(Cl)cc1)c1nc(-c2ccccc2Br)oc1NCc1ccccc1	4	-2	5	-3	2.9%	5	-0.1	-6	/
Cc1cc2[nH]c(=O)c(=O)[nH]c2cc1S(=O)(=O)Nc1cccc(Cl)c1C	6	-9	2	-2	2.2%	-1	-0.2	-7	2
CC1CCCCN1C(=S)NCc1ccccc1 (stereo not drawn)	0	2	4	/	0.6%	-1	0.0	1	32*
Cc1ccc(NC2=NC3(CCCCC3)N=C(N)N2)c(C)c1	-66*	-6	-1	5	1.9%	-5	0.5	-8	9
CCCNc1nc2c(c(=O)[nH]c(=O)n2C)n1CCCc1ccccc1	-1	3	0	29	-0.1%	0	1.1	-7	-9
CCOC(=O)C(CCCCCOc1ccccc1[N+](=O)[O-])C(=O)OCC	-29	-8	17	-9	2.8%	-8	-0.2	-7	-1
CC(CNS(=O)(=O)c1ccc2c(c1)NC(=O)CCS2)c1ccccc1 (stereo not drawn)	-7	5	6	-13	2.9%	1	-0.1	3	-1
Cc1[nH]n(-c2ccccc2)c(=O)c1C=Nc1ccc(S(=O)(=O)NC(N)=O)cc1	9	-4	5	2	-1.5%	4	0.3	2	-1
COCCn1c(-c2ccccc2)nc2oc3cc(OC)ccc3c(=O)c2c1=O	16	0	3	3	-0.4%	16	-0.3	-2	-12
Oc1c(N=NC(=S)Nc2ccccc2F)c2ccccc2n1Cc1ccccc1	7	0	1	0	1.9%	1	0.5	-14	-3
O=[n+]1c2c(n([O-])c3c1CCCC3)CCCCC2	1	-5	2	-6	-1.1%	4	0.4	19	-7
COc1cccc(CNC(=O)CCC2CCCN(C(=O)c3ccc(OC)c(F)c3)C2)c1 (stereo not drawn)	4	-3	1	1	-2.0%	-6	/	/	/
CC(C)c1ccc(/C=N/n2c(-c3ccccc3)n[nH]c2=S)cc1	-6	-4	3	-8	-0.7%	-1	1.8	-1	15
CC(C)/C=C1\CCc2c([nH]c3ccccc23)C1=O	10	3	0	-4	0.6%	2	-0.5	2	-9
Cc1ccc(C(=O)NN2C(=O)C3C(C2=O)C2C=CC3C23CC3)cc1 (stereo not drawn)	2	-4	-1	5	3.2%	-11	0.1	-6	-8
CC(=O)N1c2ccc(S(=O)(=O)NCCC(=O)NC3CCCC(C)C3C)cc2CC1C (stereo not drawn)	-39*	-6	14	-9	-2.6%	12	1.8	1	-1
Cn1nc(C(F)(F)F)c2cc(C(=O)Nc3ccc(F)cc3F)sc21	7	-1	4	2	-0.7%	27	-0.2	11	-5
COc1ccc2[nH]c(=O)c(CN(Cc3ccco3)C(=O)c3ccccc3)cc2c1	-3	1	-1	-2	-0.8%	7	-1.5	1	-4
O=C1C=C(c2ccc(-c3ccccc3)cc2)C[C@@H](c2ccc(F)cc2)C1	/	-3	6	/	2.3%	0	0.4	5	-15
CCn1c(-c2ccc3ncccc3c2)n[nH]c1=S	7	-2	7	9	1.4%	6	-0.2	15	1
COc1ccc(C2C=C(c3ccccc3)Nc3nc(NS(=O)(=O)c4ccc(C)cc4)nn32)cc1 (stereo not drawn)	3	-1	8	10	20%	0	/	6	/
CC(=O)Nc1cc(C(=O)O)ccc1S(=O)(=O)c1ccc(Cl)cc1	-12	-5	4	2	-3.4%	6	-1.9	-6	11
CC(=O)N1CCN(Cc2nc3cc(NS(C)(=O)=O)ccc3n2C)CC1	28	1	0	15	3.0%	0	1.0	3	0
COc1cccc(C(=O)c2c(N)c(-c3nc(-c4ccccc4)cs3)c3ccccn23)c1	-43*	2	8	4	5.2%	8	-0.5	4	/
CC(SCc1ccccc1)C(=O)NN=C1CCN(C)CC1 (stereo not drawn)	-15	1	-1	-11	1.4%	7	1.3	-2	-11
CCc1noc(C)c1C(=O)Nc1nc(-c2ccc(OC)cc2)cs1	-12	-2	3	2	-0.6%	-3	3.7	5	-17
CC(=O)N1N=C(c2ccccc2)CC1c1ccccc1 (stereo not drawn)	8	-1	-1	-6	0.4%	-4	-2.2	7	-15
Cn1ncc2c1ncn1nc(COc3ccc4ccccc4c3)nc21	33	2	0	-9	-0.4%	10	0.3	6	3
O=C(O)CS(=O)CC(=O)Nc1cccc(C(F)(F)F)c1 (stereo not drawn)	7	-1	6	7	-2.2%	12	-1.2	-8	-12
CC1Cc2ccccc2N1S(=O)(=O)c1cccc(C(=O)N2CCCCC2)c1 (stereo not drawn)	-4	-1	1	-11	0.0%	-18	0.5	0	-6
S=C(NCCCc1ccccc1)Nc1ccc(Br)cc1	-21	-11	15	-14	-0.3%	-7	5.1	8	4

Entries of single compounds, quoted from the list:
CC1Cc2ccccc2N1S(=O)(=O)c1cccc(C(=O)N2CCCCC2)c1 (stereo not drawn) as listed: D1 antagonist: -4; D1 PAM: -1; D1 ag: 1; RXFP1 antag: -11; RXFP1 ag: 0.0%; TRHR PAM: -18; D2 agonist: 0.5; D2 PAM: 0; D2 antagonist: -6
CCc1noc(C)c1C(=O)Nc1nc(-c2ccc(OC)cc2)cs1 as listed: D1 antagonist: -12; D1 PAM: -2; D1 ag: 3; RXFP1 antag: 2; RXFP1 ag: -0.6%; TRHR PAM: -3; D2 agonist: 3.7; D2 PAM: 5; D2 antagonist: -17

Molecules from the list above with bromine, in the order listed:
SMILES	D1 antagonist	D1 PAM	D1 ag	RXFP1 antag	RXFP1 ag	TRHR PAM	D2 agonist	D2 PAM	D2 antagonist
O=S(=O)(c1ccc(Cl)cc1)c1nc(-c2ccccc2Br)oc1NCc1ccccc1	4	-2	5	-3	2.9%	5	-0.1	-6	/
S=C(NCCCc1ccccc1)Nc1ccc(Br)cc1	-21	-11	15	-14	-0.3%	-7	5.1	8	4

Remaining list, next part.
SMILES	D1 antagonist	D1 PAM	D1 ag	RXFP1 antag	RXFP1 ag	TRHR PAM	D2 agonist	D2 PAM	D2 antagonist
CCOc1ccc(-c2nnc(SCC(=O)N3CCOCC3)o2)cc1	-1	-2	3	-16	2.1%	6	0.3	-7	-5
Cc1c(Cc2ccc3c(c2)OCO3)sc(NC(=O)C2CC2)c1C(N)=O	2	-3	3	-25	4.5%	-2	0.7	1	0
COc1ccc2nc(C)cc(SCC(=O)N3CCCCC3)c2c1	-23	-2	1	2	4.6%	-3	0.5	-1	14
O=S(=O)(c1cccc(C(F)(F)F)c1)N1CCN(S(=O)(=O)c2ccc3c(c2)OCCO3)CC1	-20	-7	4	/	/	-4	/	/	/
O=C(O)c1cnn2c(C(F)(F)F)cc(-c3ccco3)nc12	-2	6	1	-4	-0.8%	-5	-0.3	-6	5
NCCOc1ccc(C23CC4CC(CC(C4)C2)C3)cc1	56	36*	127*	-6	1.1%	3	15	-5	7
CC(C)(C)NC(=O)NC(=O)COC(=O)c1ccc(OC(F)(F)F)cc1	-2	-6	3	-23	-1.2%	2	/	-3	-29
COc1ccc(C(=O)Nc2ccc(NC(=O)c3cccc(OC)c3)cn2)cc1	9	4	1	-25	11%	0	-1.6	-6	-11
COc1ccc(N2CC(O)=C(c3nc(-c4ccc(Cl)cc4)cs3)C2=N)cc1	0	-2	1	-9	11%	-2	-0.1	10	4
OCC[C@H]1C[C@@H](O)[C@H](O)[C@@]2(OCc3ccccc32)O1	12	-4	-1	/	-0.3%	7	/	/	/
C=CCNC(=S)NCC=C	0	1	3	4	0.0%	8	0.8	-8	-9
CCC(=O)Nc1cc(NC(=O)CSc2nnc(C(C)C)n2CC)ccc1C	-4	-5	3	4	0.8%	6	0.2	1	9
Cc1oc2ccc(O)c(CN3CCCC(C)C3)c2c1C(=O)Nc1ccccc1 (stereo not drawn)	5	6	-1	-15	1.4%	0	-0.2	-13	/
CCOC(=O)c1sc2nc(C3CC3)cc(-c3ccc(OC)cc3)c2c1N	-5	-8	0	-8	6.8%	-3	0.7	-2	8
CSc1nnc2c(n1)OC=Nc1ccc(Br)cc1-2	-9	2	3	11	6.9%	0	-0.1	7	-14
COc1ccc(Cc2nnc(NC(=O)CSc3ccccc3)s2)cc1OC	56	0	10	-18	1.0%	-2	12	13	23
Cc1ccc(NC(=O)COC(=O)C2CCC(=O)N2)c(S(=O)(=O)N2CCOCC2)c1 (stereo not drawn)	8	-3	2	3	-1.7%	-1	0.2	15	-12
CC1CCCC(NC(=O)CCCn2ncn3c(cc4occc43)c2=O)C1C (stereo not drawn)	-7	-4	-2	-11	4.1%	0	0.7	14	-8
O=C(Nc1ccc(Cl)c(Cl)c1)N1CCSCC1	-22	-6	4	7	-0.3%	1	-0.7	-3	25
CCOC(=O)c1c(C)[nH]c(C)c1S(=O)(=O)N1CCC(C(=O)NCc2ccccc2)CC1	-22	-4	0	/	0.9%	2	/	0	/
CCOc1ccc(C(c2c(C)[nH][nH]c2=O)c2c(C)[nH][nH]c2=O)cc1OC	-3	-1	2	7	-1.6%	8	0.9	-5	-8
N/C(=N\NC(=O)c1cccs1)c1cc2ccccc2oc1=O	-13	-2	2	-11	-1.0%	3	-0.5	-3	4

Bioassay records as filed in PubChem BioAssay.

A portion of the library; the hit share may differ from the screen's.
